# Screening data deposited in PubChem BioAssay by National Center for Advancing Translational Sciences (NCATS).
# PTAP TSG101 blk = blocks PTAP/TSG101 interaction to inhibit HIV-1 budding. Q99816. Fluorescence polarization, FITC-PTAP peptide / Tsg101 binding. Potency, µM (top dose mostly 115 µM), inactives show at the top dose activity change, negative = inhibition, actives largely listed as inhibitors. 340,000 tested, under 10 active; active means well fitted inhibition curve with a large enough effect in the main read-out, with a control signal flat, not every such curve was filed as active; inconclusive means small, poorly fitted or top-dose-only effect, or effect the other way, or a change in a side signal; inactive means no such curve, though single readings can be large or run the other way; further: potency means the concentration at half of the fitted maximal effect; % of control where 0% means no effect
#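 Steps: Tsg101 binding domain dispensed (10 uM final), compounds pinned in DMSO, FITC-labeled PTAP-motif peptide added (50 nM final); after 20 min binding at room temperature, polarization measured.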
# AT treatment = potential ataxia-telangiectasia treatments restoring KAP-1 phosphorylation; […] A-T fibroblasts, KAP-1 phosphorylation AlphaLISA; neocarzinostatin DNA damage 30 min before lysis; Potency, µM (titrated, usually from 57.5 µM), for the others: at the highest dose activation, actives largely listed as activators; 320,000 compounds, 0.19% hits; AID 485349; further: potency means the concentration at half of the fitted maximal effect; % of control where 0% means no effect; nearly all actives have a fitted effect of over 45% in size
#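 hTERT-immortalized A-T patient fibroblasts ([…]), 500 cells/well in OPTI-MEM, 1% FBS, got compounds for 60 min, then NCS for 30 min at 37C. Lysates were then assayed for phospho-KAP-1 by AlphaLISA (anti-pKAP1 donor, anti-KAP1 acceptor beads), 6 hr at 25C.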
# TRPV1 ag = agonists of human vanilloid receptor 1 (TRPV1); Q8NER1; TRPV1-expressing cells, Fluo-8 calcium influx, agonist mode; activation, % at 8.33 µM; 320,000 compounds, 0.19% hits; in the data active means activation above about 80%; inconclusive means between about 30% and that limit; further: 0% is about no effect
#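 TRPV1-expressing cells were cultured overnight at 35.5C and loaded with Fluo-8 calcium dye for 40 to 90 min at room temperature. After a 10 s baseline, compound was added and calcium influx was read kinetically for 3 min (ex 480/em 520 nm).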
# p53 reactivation = mutant p53 re-activation in reporter cells | H1299 p53-A138V BP100-luciferase reporter, luminescence, 24 h | Potency, µM (top dose mostly 92.2 µM), for the others: top-dose activity change, positive = activation, hits mostly activators | 320,000 compounds, 0.063% hits | AID 504706; further: potency means the concentration at half of the fitted maximal effect; % of control where 0% means no effect; nearly all actives have a fitted effect of over 45% in size
#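 H1299 (p53-null), stable ts p53-A138V + BP100-Luc; 1000 cells/well, Opti-MEM/10% FBS; cpd 4 pt, 1:5; 24 h, 37 deg C, 5% CO2; detection reagent 10 min RT; luminescence.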
# ELG1 repair inh = blocks ELG1-dependent DNA repair in HEK293T cells. AID 504467. 330,000 compounds, 2.3% hits. Potency, µM (top dose mostly 46.1 µM), inactives show at the highest dose activity change, negative = inhibition, actives largely listed as inhibitors. HEK293T ELG1-luciferase reporter, luminescence, 16 h; DNA damage induced by 5-fluorouridine; further: potency means the concentration at half of the fitted maximal effect; on the % scale 0 is the no-effect control and ±100 the full control effect; nearly all actives have a fitted effect of over 55% in size
#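 Luminescence from the luciferase reporter, measured 30 min after ONE-Glo reagent at room temperature, was the read-out. Beforehand, 2,000 cells per well were exposed for 16 hr at 37 °C to 5-fluorouridine together with compound or vehicle.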
# CXXC DNA block = MLL CXXC-DNA interaction inhibition; 290,000 compounds, 0.037% hits; MLL-CXXC / FITC-HOXA9 DNA fluorescence polarization; Potency, µM (highest dose often 115 µM), inactives show at the top dose activity change, negative = inhibition, hits mostly inhibitors; AID 2662; active means well fitted inhibition curve with a large enough effect in the polarisation, with a control signal flat, not every such curve was filed as active; inconclusive means small, poorly fitted or top-dose-only effect, or effect the other way, or a change in a side signal; inactive means no such curve, though single readings can be large or run the other way; the % refers to the polarisation; further: potency means the concentration at half of the fitted maximal effect
#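 Fluorescence polarization: 7 uM MLL-CXXC (stock) preincubated 5 min with compounds, then 50 nM fluorescein-HOX-A9 DNA (stock) added; 30 min ambient. Buffer 50 mM Tris-HCl pH 7.5, 50 mM NaCl, 1 mM DTT, 0.05% BSA.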
# B2AR arrestin = beta2AR (human) beta-arrestin recruitment activity | P07550 | beta-arrestin recruitment to beta2AR, cell-based reporter | Potency, µM (top dose mostly 46.1 µM), for inactives: at the highest dose activation, actives largely listed as activators | 330,000 compounds, 0.02% hits | AID 492947;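 further: potency means the concentration at half of the fitted maximal effect; 0% = DMSO controls and full agonism = EC100 isoproterenol or metaproterenol; nearly all actives have a fitted effect of over 65% in size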
# TCR activator = activators of T cell receptors. Potency, µM (series often up to 9.22 µM), for the others: at the highest dose activation of IL-2 secretion, actives largely listed as activators. 330,000 tested, under 10 active. primary human leukocytes, anti-CD3, IL-2 HTRF, 48 h. AID 504894; further: % of control where 0% means no effect
#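 Primary human leukocytes incubated 48 hr with anti-CD3 beads plus compound, without co-stimulation. Secreted IL-2 measured by HTRF (europium cryptate/d2 anti-IL-2 pair, 320 nm excitation, 665 nm emission).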
# Integrin act MD = integrin-mediated muscular dystrophy alleviation activation; alpha7betagal myoblasts, beta-gal FDG fluorescence, 48 h; Potency, µM (series often up to 38.3 µM), inactives show at the highest dose activation, most hits filed as activators; 350,000 compounds, 0.064% hits;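 further: potency means the concentration at half of the fitted maximal effect; 100% = response of the positive control SU9516; nearly all actives have a fitted effect of over 60% in size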
#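 Alpha7betagal+/- myoblasts (passage 13) were plated 16-24 hr, then exposed to compounds (1:260 dilution of DMSO stock) for 48 hours at 37C. After MPER lysis, β-galactosidase reporter activity was read as FDG fluorescence (ex 480/em 540) after 30 minutes.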
# BRCA1 expr act = BRCA1 expression activation; MCF7-BRCA1-FFLuc reporter, luminescence, 48 h; response scale: scaled: vehicle 0%, 10 µM genistein 100%; Potency, µM (series often up to 46.1 µM), for the others: top-dose activation, usual class: activators; 380,000 compounds, 1.1% hits; further: potency means the concentration at half of the fitted maximal effect; nearly all actives have a fitted effect of over 80% in size; some results filed as inactive show a strong effect at the top dose
#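 Using MCF7 cells harboring a BRCA1 firefly luciferase reporter, plated 2 h before compound pinning, the screen measured luminescence after 48 h incubation. Responses were normalized to DMSO and 10 microM genistein, then fitted for concentration-effect.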
# Starred values were filed as active, the others as inactive; ? = inconclusive; nt = not tested or not shown; [ ] = remark or other dose. Unless noted, the call rests on the fitted dose curve; in most records, active means well fitted curve in the direction sought with a large enough effect; inconclusive means small, poorly fitted or top-dose-only effect, or another doubt; inactive means no such curve, though single readings can be large; an effect the other way counts as inactive or inconclusive.
SMILES,PTAP TSG101 blk,AT treatment,TRPV1 ag,p53 reactivation,ELG1 repair inh,CXXC DNA block,B2AR arrestin,TCR activator,Integrin act MD,BRCA1 expr act
Cc1cccc(C)c1NC(=O)C1(N(Cc2ccco2)C(=O)Cn2nnnc2N)CCCCC1,0%,-6%,-3,-8%,1%,21%,-1.5%,3%,18%,-27%
Cc1nn(C2CCS(=O)(=O)C2)c2nc(C3CC3)cc(C(=O)Nc3cccc(C#N)c3)c12 (configuration not stated),-8%,1%,1,-11%,-19%,nt,-0.3%,-6%,-39%,-36%
Cn1c(CN2CCCCC2)nc2cc(NC(=O)c3cccc(Br)c3)ccc21,-4%,nt,-8,4%,nt,-7%,0.2%,-8%,15%,-14%
O=S(=O)(c1ccc(-c2ccccc2)cc1)N1CCCCC1,0%,0%,17,?,-2%,-4%,0.3%,nt,-39%,1%
Cc1cccc(-n2c(C)cc(/C=N/NC(=O)c3cccc([N+](=O)[O-])c3C)c2C)c1,-7%,2%,2,-4%,-25%,-2%,0.2%,-1%,-44%,-33%
O=C(CSc1nc2c(sc3ccccc32)c(=O)n1Cc1ccccc1)NCC1CCCO1 (configuration not stated),-2%,-1%,2,1%,14%,8%,0.2%,-1%,0%,-3%[1.84 µM]
Cc1ccc(CNC(=O)CC(C)S(=O)(=O)c2ccc3c(c2)NC(=O)CS3)o1 (configuration not stated),-8%,4%,6,5%,-4%,13%,-0.4%,5%,-51%[inhibitor],-2%
Cn1cc(/C=C2\SC(=S)N(NC(=O)c3ccccc3Cl)C2=O)c2ccccc21,?,-18%,7,2%,-5%,?,-0.8%,3%[46.1 µM],-10%,2%
CCCCSCCCNC(=S)Nc1ccccc1C,0%,5%,6,0%,?,6%,0.2%,-4%,-17%,-9%
CC1C(=O)Nc2ccccc2N1C(=O)c1ccccc1 (configuration not stated),-8%,-2%,-1,6%,15%,-2%,-0.7%,0%,-11%,0%
COc1ccc(NC(=O)/C(C#N)=C\C=C\c2ccco2)cc1,-2%,3%,9,?,?,0%,-0.9%,-4%[46.1 µM],-36%,-61%
Cc1cc(NC(=O)c2ccc3nccnc3c2)ccc1Br,-2%,11%,nt,?,?,nt,-0.1%,-4%,-4%,?
COc1ccc(CNC(=O)C[C@H]2C[C@H](C(=O)N3CCCCC3)[C@@]3(C)c4[nH]c5cc(-c6ccco6)ccc5c4CCN3C2=O)cc1OC,-14%,5%,nt,-7%,21µM*,nt,-0.8%,?,24%,-56%
Cc1ccnc(SCC(=O)Nc2cccc(S(=O)(=O)N3CCOCC3)c2)n1,-2%,-4%,nt,-3%,-6%,nt,6.4%,17%,-22%,-13%
Cc1cc(C(=O)N/N=C/c2cccc(OC(=O)c3ccco3)c2)n[nH]1,-7%,0%,-2,10%,?,87%[activator],0.0%,-1%,-9%,74%
CCOc1cc(N2CCOCC2)c(OCC)cc1NC(=O)C(C)Oc1ccccc1 (configuration not stated),-2%,4%,nt,2%,?,nt,-0.6%,-1%,-4%,-33%
CC(C)C(=O)Nc1nnc(S(=O)(=O)N2CCCc3ccccc32)s1,1%,-9%,1,6%,9%,-1%,-0.1%,0%,9%,-5%
COc1ccc(-c2ccc3c(c2)C2CC3CCN2CCC#N)cc1 (configuration not stated),-3%,nt,nt,nt,nt,nt,nt,0%,11%,-10%
Cc1ccc2nc(-c3ccccn3)c(Nc3ccccc3C)n2c1,-4%,0%,?,25%,-11%,?,0.0%,8%,-32%,-57%
CCN(CC)S(=O)(=O)c1ccc(C(C)NCC(=O)Nc2ccccc2C(=O)NC2CC2)cc1 (configuration not stated),-2%,-1%,-2,-5%,?,nt,-0.4%,-1%,-13%,1%
CC(C)(C)C(=O)NC(=S)Nc1cccc(C(=O)O)c1,-5%,-4%[11.5 µM],-3,-5%,?,-7%,0.0%,-2%,14%,81%
Cc1cc(Br)ccc1NC(=O)C1CCN(C(=O)c2ccco2)CC1,-7%,3%,2,-4%,0%,12%,-0.3%,-15%,12%,4%
O=C1C2C3CCC(C3NCc3ccccc3)C2C(=O)N1Cc1ccccc1 (configuration not stated),0%,1%,28,-10%,-11%,-9%,0.1%,4%,18%,-25%
COc1ccc2cc(Br)ccc2c1CC(=O)N(C)C,1%,1%,-3,-4%,-4%,-2%,0.0%,3%,-14%,-23%
Cc1ccc(C)c(S(=O)(=O)N2CCCOC2CNC(=O)C(=O)NCCc2ccco2)c1 (configuration not stated),-1%,7%,-3,-7%,-30%,10%,0.2%,8%,3%,-36%

# In the list so far, these contain a cyano group:
SMILES,PTAP TSG101 blk,AT treatment,TRPV1 ag,p53 reactivation,ELG1 repair inh,CXXC DNA block,B2AR arrestin,TCR activator,Integrin act MD,BRCA1 expr act
Cc1nn(C2CCS(=O)(=O)C2)c2nc(C3CC3)cc(C(=O)Nc3cccc(C#N)c3)c12 (configuration not stated),-8%,1%,1,-11%,-19%,nt,-0.3%,-6%,-39%,-36%
COc1ccc(NC(=O)/C(C#N)=C\C=C\c2ccco2)cc1,-2%,3%,9,?,?,0%,-0.9%,-4%[46.1 µM],-36%,-61%
COc1ccc(-c2ccc3c(c2)C2CC3CCN2CCC#N)cc1 (configuration not stated),-3%,nt,nt,nt,nt,nt,nt,0%,11%,-10%

# New compounds follow:
SMILES,PTAP TSG101 blk,AT treatment,TRPV1 ag,p53 reactivation,ELG1 repair inh,CXXC DNA block,B2AR arrestin,TCR activator,Integrin act MD,BRCA1 expr act
FC(F)(F)c1cc(N2CCN(Cc3ccccc3)CC2)c2ccccc2n1,-2%,3%,20,3%,2%,-6%,0.2%,-3%,-19%,-25%
CCc1nc(SCC(=O)Nc2ccc(N(C)C)cc2)c2ccccc2n1,-1%,-6%,4,5%,?,6%,-0.4%,1%,-24%,-58%
CCC(=O)OC1(C)C(=O)C=C2C=C(c3ccsc3)OC=C2C1=O (configuration not stated),-5%,-19%,4,0%,19%,-5%,-0.3%,1%,2%,2%
CCOC(=O)c1nnn(CC(=O)N2N=C(c3cccc4ccccc34)CC2c2ccccc2)c1C(=O)OCC (configuration not stated),-1%,nt,0,-2%,?,-6%,-0.2%,10%[46.1 µM],20%,-69%
COc1ccc(NS(=O)(=O)c2ccc(NC(=S)NC(=O)c3cccc(F)c3)cc2)nn1,0%,nt,1,-16%,-1%,-6%,-1.0%,0%[46.1 µM],20%,-11%
O=c1[nH]cnc2nc(-c3ccccc3)c(-c3ccccc3)nc12,-4%,-4%,-2,-5%,11%,-6%,-0.8%,-3%[46.1 µM],-12%,-6%
Cc1ccc(SC(CC(=O)c2ccc(C)cc2)C(=O)O)cc1 (configuration not stated),0%,4%,7,?,-25%,?,-0.3%,0%,-48%[inhibitor],-14%
CCCCNc1nc(Cl)nc(Nc2ccc(C)cc2)n1,-1%,nt,nt,nt,nt,nt,nt,-1%,2%,8%
CN1CCN(C(=O)c2ccc3c(c2)N(Cc2cccc(Cl)c2)C(=O)c2ccccc2S3=O)CC1 (configuration not stated),-1%,nt,nt,nt,nt,nt,nt,-6%,9%,7%
O=C(Nc1ccccc1Cl)N1CCN(c2ncccn2)CC1,-1%,5%,12,-13%,-6%,1%,-0.3%,-1%,6%,15%
Cc1cccc(NNC(=O)C(=O)NNc2cccc(C)c2)c1,-2%,2%,-4,-7%,6.5µM*,-4%,-1.0%,-4%,-18%,-26%
CCOC(=O)c1c(-c2ccccc2)oc2ccc(OCC(O)CN(C)C)cc12 (configuration not stated),-5%,0%,7,-9%,?,12%,0.0%,5%,-70%[inhibitor],-72%
O=C1C=C(Nc2ccc(Cl)cc2)CC(c2ccc(Cl)cc2)C1 (configuration not stated),3%,7%,7,-1%,?,37%[activator],-0.4%,8%,4%,-76%
O=C(CSc1nnc(-c2ccc3c(c2)OCO3)o1)Nc1c(F)cccc1F,1%,12%,nt,?,?,nt,-0.9%,8%,-23%,79%
O=C1NC(c2cccnc2)C(C(=O)c2cccs2)C(O)(C(F)(F)F)N1 (configuration not stated),0%,6%,-4,-3%,-1%,4%,-0.1%,2%,20%,-21%

# Some of these compounds in order of formula weight, high to low:
SMILES,PTAP TSG101 blk,AT treatment,TRPV1 ag,p53 reactivation,ELG1 repair inh,CXXC DNA block,B2AR arrestin,TCR activator,Integrin act MD,BRCA1 expr act
CN1CCN(C(=O)c2ccc3c(c2)N(Cc2cccc(Cl)c2)C(=O)c2ccccc2S3=O)CC1 (configuration not stated),-1%,nt,nt,nt,nt,nt,nt,-6%,9%,7%
O=C1C=C(Nc2ccc(Cl)cc2)CC(c2ccc(Cl)cc2)C1 (configuration not stated),3%,7%,7,-1%,?,37%[activator],-0.4%,8%,4%,-76%
Cc1cccc(NNC(=O)C(=O)NNc2cccc(C)c2)c1,-2%,2%,-4,-7%,6.5µM*,-4%,-1.0%,-4%,-18%,-26%
